IDH1 R132H inh – inhibitors of human mutant IDH1 R132H; AID 602179; IDH1-R132H enzyme, NADPH consumption, diaphorase/resazurin fluorescence; Potency, µM (doses to about 76.6 µM), inactives show at the highest dose activity change, negative = inhibition, actives largely listed as inhibitors; hit rate 0.093% among 390,000; note: potency is the fitted concentration of half-maximal effect; % is set by controls: 0 for no effect and ±100 for the full control effect; nearly all actives have a fitted effect of over 65% in size
Target sequence (O75874 whole entry R132H, stated change not applied): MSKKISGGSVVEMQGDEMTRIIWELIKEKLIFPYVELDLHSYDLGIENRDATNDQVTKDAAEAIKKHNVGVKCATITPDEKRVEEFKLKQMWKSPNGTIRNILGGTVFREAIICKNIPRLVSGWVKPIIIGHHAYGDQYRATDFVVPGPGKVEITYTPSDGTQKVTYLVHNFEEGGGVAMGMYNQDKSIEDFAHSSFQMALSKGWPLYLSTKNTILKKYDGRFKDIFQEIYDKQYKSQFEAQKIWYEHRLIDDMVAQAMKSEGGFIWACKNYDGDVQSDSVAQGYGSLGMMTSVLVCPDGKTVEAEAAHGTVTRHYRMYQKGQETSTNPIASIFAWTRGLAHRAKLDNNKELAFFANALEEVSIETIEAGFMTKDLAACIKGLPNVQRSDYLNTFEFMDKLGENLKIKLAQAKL
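IDH1-R132H (0.5 ug/mL dispensed) in pH 7.5 Tris buffer was preincubated 30 min with compound, then given a substrate mix of 0.016 mM NADPH and 2 mM alpha-KG for 80 min at room temperature; remaining NADPH was read by diaphorase/resazurin fluorescence.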
TrxR1 substrate – is turned over as a substrate by rat TrxR1; purified TrxR1 substrate turnover, NADPH consumption readout; Potency, µM (titrated, usually from 114 µM), for inactives: at the highest dose activity change, negative = substrate turnover; hit rate 0.01% among 390,000; AID 588456; note: potency is the fitted concentration of half-maximal effect; % is set by controls: 0 for no effect and ±100 for the full control effect; nearly all actives have a fitted effect of over 50% in size
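Rat TrxR1, dispensed at 90 nM, was prereduced with 400 uM NADPH (final) for 5 min at ~22 deg C, then incubated with compound 15 min before 400 uM selenite. A first-read NADPH fluorescence drop versus no-compound background flagged substrates.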
USP1 inh – inhibitors of human USP1/UAF1 deubiquitinase; O94782; recombinant USP1/UAF1, Ub-Rhodamine cleavage fluorescence; Potency, µM (top dose mostly 57.1 µM), for the others: at the top dose activity change, negative = inhibition, most hits filed as inhibitors; hit rate 0.23% among 390,000; note: potency is the fitted concentration of half-maximal effect; % is set by controls: 0 for no effect and ±100 for the full control effect; nearly all actives have a fitted effect of over 60% in size; inactives centre near -12
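In this screen, compounds sit with the deubiquitinase complex (1nM) for 15 min at room temperature before Ub-Rho is added at 150nM final. Fluorescence rise is then followed for 6 reads every 60 seconds.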
PI4K2A inh – blocks human PI4K2A kinase activity; Q9BTU6; purified PI4K2A, ADP-Glo luminescence, 1 h; stronger effect = lower value; activity change, negative = inhibition, % at 76.9 µM; hit rate 0.13% among 420,000; in the data active = activity change below about -50%; inconclusive = mostly about -30% to -49%;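 note: -100% = wells without enzyme as full effect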
Target sequence (Q9BTU6 whole entry, looked up): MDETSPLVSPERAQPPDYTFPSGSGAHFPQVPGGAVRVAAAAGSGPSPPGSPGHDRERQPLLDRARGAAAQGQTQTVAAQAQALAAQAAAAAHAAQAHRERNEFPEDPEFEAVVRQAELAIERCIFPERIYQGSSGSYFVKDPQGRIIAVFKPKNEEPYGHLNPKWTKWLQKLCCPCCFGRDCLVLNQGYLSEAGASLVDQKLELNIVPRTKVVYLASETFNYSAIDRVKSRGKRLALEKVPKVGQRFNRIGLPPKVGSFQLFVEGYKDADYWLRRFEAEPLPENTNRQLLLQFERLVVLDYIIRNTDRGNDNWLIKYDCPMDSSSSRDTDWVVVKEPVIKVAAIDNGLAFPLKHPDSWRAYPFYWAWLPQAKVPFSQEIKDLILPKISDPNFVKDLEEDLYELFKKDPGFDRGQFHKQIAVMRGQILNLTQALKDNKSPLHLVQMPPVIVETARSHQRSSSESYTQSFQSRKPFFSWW
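Compounds are screened against recombinant PI4K2A using PI as substrate and ATP, the latter dispensed at 300 microM. Reactions run one hour at ambient temperature before ADP-Glo detection; full inhibition defined by wells lacking enzyme.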
TrxR1 inh – blocks rat thioredoxin reductase 1; recombinant rTrxR1, NADPH fluorescence consumption, selenite substrate; Potency, µM (titrated, usually from 114 µM), for inactives: top-dose activity change, negative = inhibition, usual class: inhibitors; hit rate 1% among 390,000; AID 588453; note: potency is the fitted concentration of half-maximal effect; % is set by controls: 0 for no effect and ±100 for the full control effect; nearly all actives have a fitted effect of over 65% in size
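Rat TrxR1 (90 nM in the dispensed reagent) was pre-reduced with 400 uM NADPH for 5 min at room temperature, then incubated with compound for 15 min. After 400 uM selenite was added, NADPH fluorescence (Ex 340/Em 450 nm) was followed for 8 min.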
TRHR PAM – allosterically enhances the human TRH receptor. hit rate 0.66% among 360,000. TRHR cells, fluo-8 calcium fluorescence, EC20 TRH enhancement. AID 493056. enhancement, % at 2 µM; in the data active = enhancement above about 30%; note: 0% is about no effect
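Enhancer read-out: after compound pinning and an initial kinetic agonist-mode read, an EC20 of TRH (10 nM final) was injected and fluo-8 calcium signal (Ex 480/Em 530) followed at 1 s/cycle for 100 cycles in TRHR-expressing cells.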
D2 ag – activates the human D2 dopamine receptor. P14416. HEK293 T-REx D2 cells, calcium flux agonist mode. activation, % at 2 µM. hit rate 0.53% among 340,000. AID 485358;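 active = activation over 3 SD above normal in the single-dose calcium agonist read, cut at about 30% in these data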; note: 0% is about no effect
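HEK293 Trex D2 cells, tetracycline-induced, o/n 30 C 5% CO2; no-wash Ca dye, RT 30–90 min; 10-cycle baseline, 23 nl cpd added, kinetic Ca read 180 s; agonist hits = positive Ca response.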
D2 antag – antagonizes the human D2 dopamine receptor; HEK293 TREx D2 cells, calcium flux, dopamine EC80; inhibition, % at 10 µM; P14416; hit rate 2% among 340,000; in the data active = inhibition above about 30%; note: 0% is about no effect
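Calcium mobilization kinetics were recorded at 1 s intervals in tetracycline-induced HEK293 T-REx D2 cells, first for 180 s after compound addition and then 180 s after EC80 dopamine.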
TRHR agonist – TRH receptor (human) agonism; P34981; TRHR cells, calcium flux fluo-8, FDSS agonist mode; activation, % at 2 µM; hit rate 0.18% among 360,000; in the data active = activation above about 30%; note: 0% is about no effect
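Fluo-8-loaded TRHR cells; 10 s baseline, compound added, kinetic Ca2+ fluorescence read 1/s, agonist mode.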
Active calls of the source: *; ? = inconclusive; · = not tested or not shown; & = joins results of further samples; [ ] = dose if it differs, or a comment. Unless noted, calls come from the whole dose curve; as a rule, active = well fitted inhibition curve with a large enough effect; inconclusive = small, poorly fitted or top-dose-only effect; inactive = no such curve, though single readings can be large or run the other way. Compounds were not picked by outcome, and some 3.9% of all compounds hit somewhere here.

SMILES	IDH1 R132H inh	TrxR1 substrate	USP1 inh	PI4K2A inh	TrxR1 inh	TRHR PAM	D2 ag	D2 antag	TRHR agonist
Cc1nnc(SCC(=O)c2c(N)n(C)c(=O)n(C)c2=O)[nH]c1=O	-2%	-10%	-2%	-7	-1%[57.1 µM]	-1	0.1	4	0.6
CCNS(=O)(=O)c1ccc(OC)c(C)c1	-2%	3%	-10%	2	-4%	-2	0.4	-1	-0.6
Cc1cccc(CS(=O)(=O)Cc2ccc(C(=O)NCc3cccs3)o2)c1	0%	9%	-15%	3	6%	-14	-1.2	9	1.1
CNC(=O)NC(=O)C(C)Oc1ccccc1F (stereo unspecified)	0%	6%[57.1 µM]	-14%	1	3%[57.1 µM]	1	·	·	0.7
Cc1cc(NC(=O)CSc2nc3cc(Cl)ccc3c(=O)n2CC(C)C)no1	·	·	·	·	·	-2	1.4	-8	1.7
CC(=O)Nc1ccc(S(=O)(=O)NC2CCSc3ccccc32)cc1 (stereo unspecified)	-11%	-12%	-6%	-5	-26%	1	1.6	-5	1.0
c1coc(-c2ccnc(-c3ccncc3)n2)c1	8%	-10%	-24%	0	-17%	-2	0.5	-2	-0.7
CN1C(=O)c2ccccc2C(C(=O)NCc2ccco2)C1c1c[nH]c2ccccc12 (stereo unspecified)	0%	8%[57.1 µM]	-8%	4	15%[57.1 µM]	-6	0.5	-9	-0.3
O=C(N/N=C/c1ccc([N+](=O)[O-])cc1)c1cccnc1	3%	-18%	4%	-1	-15%	1	0.0	-12	-0.1
O=C(CCCSc1nc2ccccc2[nH]1)NC1CCCCC1	15%	2%[57.1 µM]	10%	0	8%[57.1 µM]	-2	-0.5	-1	0.7
CCNC(=S)NCc1ccc2c(c1)OCO2	0%	8%[57.1 µM]	-3%	7	-19%	-3	1.4	-12	0.4
O=C(CNCc1ccccc1)Nc1ccc(Oc2ccccc2)cc1	0%	-5%	-20%	1	19%[57.1 µM]	2	0.6	1	-0.3
CN(C)S(=O)(=O)c1ccc(C(=O)NCc2nnc(SCC(=O)Nc3ccc(F)cc3)n2-c2ccc(F)cc2)cc1	4%	-8%	-13%	-2	-5%	5	0.1	24	0.4
CCC(C)c1ccccc1NC(=O)COC(=O)c1ccc2[nH]c3c(c2c1)CCCC3 (stereo unspecified)	1%	32%[activator]	-9%	3	15%	-20	-0.4	71*	0.4
COc1ccc(Nc2nc(Cl)nc(NCc3ccco3)n2)cc1	6%	-10%	-3%	3	-5%	1	1.4	·	0.0
O=C(COC(=O)c1c2ccccc2cc2ccccc12)Nc1ncc(C(F)(F)F)cc1Cl	-4%	70%[activator]	?	-1	13%	-4	0.4	-19	-0.1
Cc1ccc(/C=C/c2onc(C)c2S(=O)(=O)N2CCC(C(=O)Nc3ccc(OC(F)(F)F)cc3)CC2)cc1	-8%	-2%[57.1 µM]	-7%	-6	5%[57.1 µM]	6	-0.4	·	0.8
COc1ccc(/C=N/OC(=O)Nc2ccccc2)cc1[N+](=O)[O-]	-7%	-7%	-17%	-1	-3%	1	-5.4	0	-0.3
CCOC(=O)C1=C(C)NC(SC)=C(C#N)C1CC(C)C (stereo unspecified)	0%	-15%	-7%	2	23%[57.1 µM]	-1	-0.2	-10	0.3
C=CCc1cc(OC)ccc1OCCN1CC(C)OC(C)C1 (stereo unspecified)	10%	3%	-17%	2	20%	1	-1.6	-2	0.6

Three records drawn at random from those above:
SMILES	IDH1 R132H inh	TrxR1 substrate	USP1 inh	PI4K2A inh	TrxR1 inh	TRHR PAM	D2 ag	D2 antag	TRHR agonist
CCOC(=O)C1=C(C)NC(SC)=C(C#N)C1CC(C)C (stereo unspecified)	0%	-15%	-7%	2	23%[57.1 µM]	-1	-0.2	-10	0.3
Cc1nnc(SCC(=O)c2c(N)n(C)c(=O)n(C)c2=O)[nH]c1=O	-2%	-10%	-2%	-7	-1%[57.1 µM]	-1	0.1	4	0.6
O=C(COC(=O)c1c2ccccc2cc2ccccc12)Nc1ncc(C(F)(F)F)cc1Cl	-4%	70%[activator]	?	-1	13%	-4	0.4	-19	-0.1

Following part
SMILES	IDH1 R132H inh	TrxR1 substrate	USP1 inh	PI4K2A inh	TrxR1 inh	TRHR PAM	D2 ag	D2 antag	TRHR agonist
CCCCn1c(N)c(N(Cc2ccccc2OC)C(=O)c2ccc([N+](=O)[O-])s2)c(=O)[nH]c1=O	0%	-6%[57.1 µM]	-12%	3	-5%	-6	0.3	-23	1.1
Cc1c(C(=O)N(C)C)sc(NC(=O)c2cc([N+](=O)[O-])cc([N+](=O)[O-])c2)c1C#N	11%	?	-10%	-10	-30%	3	0.1	-12	0.3
CCN(CC)c1ccc(/C=N/NC(=O)OC)c(O)c1	5%	-11%	-15%	-1	-22%	2	-0.3	-10	-0.4
COc1ccc(NC(=O)CSc2nnc(CCC(=O)O)c(=O)n2N)cc1	-4%	-4%	-8%	0	31%	2	0.0	-11	1.1
Cc1ccc(NC(=O)C2CCCN(S(=O)(=O)c3cccc4nsnc34)C2)c(C)c1 (stereo unspecified)	-8%	-4%	?	-9	11%	0	-0.6	·	-0.1
Cc1ccc(-n2c(=O)c3ccccc3n(CC(=O)NCc3ccco3)c2=O)cc1	0%	-8%	-18%	0	-17%	-9	-1.0	-6	-1.1
O=C(CCCC(=O)N1CCN(c2ccc([N+](=O)[O-])cc2)CC1)c1ccccc1	1%	-10%	-21%	-7	-12%	-2	-2.1	-5	-0.3
O=C(NC(=S)NCc1ccc(Cl)cc1)c1ccco1	1%	-10%	-2%	-3	-28%	·	·	·	·
O=C(NCC(c1cccnc1)N1CCc2ccccc2C1)C(=O)Nc1ccccc1 (stereo unspecified)	-9%	-7%	-13%	-2	5%	2	-0.3	·	-0.2
Cc1ccc(NC(=O)COc2ccccc2[N+](=O)[O-])nc1	0%	9%[57.1 µM]	-15%	2	23%[57.1 µM]	5	-1.6	7	-0.2
Cc1ccc(C)c2nc(SCC(=O)NCc3cccs3)c(C#N)cc12	-5%	10%	-4%	-1	36%[activator]	6	-0.2	0	-0.5
O=C(Nc1ccc(O)cc1)c1ccc(NC(=O)c2ccco2)cc1	9%	5%	-3%	1	10%	-4	-2.3	0	-0.9
Cc1ccc(C2=NOC(=O)/C2=C\c2ccc(C)o2)cc1	-11%	-11%[57.1 µM]	-22%	-10	-77%	1	4.6	6	5.3
O=S(=O)(c1ccc(Cl)c(NC(=S)N/N=C/c2ccc(O)cc2)c1)N1CCOCC1	-8%	-10%	-7%	-4	-25%	3	0.0	3	0.2
Cc1cccc(N(C)S(=O)(=O)c2ccc3[nH]cc(C(=O)N4CCOCC4)c(=O)c3c2)c1	-1%	0%[57.1 µM]	-2%	-6	9%[57.1 µM]	·	·	·	·
N#CC(Cc1cccc(CC(C#N)(c2ccccc2)c2ccccc2)c1)(c1ccccc1)c1ccccc1	-1%	13%[57.1 µM]	15%	1	31%[57.1 µM]	-2	0.4	-7	1.2
CCOc1ccc(C(=O)Nc2ccc(N3CCN(C)CC3)cc2)cc1	0%	2%	?	-4	16%	15	0.8	3	0.4
Cc1cccc(NC(=O)CSc2nc3c(oc4ccccc43)c(=O)n2-c2ccc(F)cc2)c1	-5%	-2%	-19%	-2	6%	2	0.3	·	0.7
Cc1cc2oc(=O)cc(C)c2c(=O)o1	-1%	-6%	-20%	1	-13%	-2	·	·	1.0
COc1ccc(Nc2nc(C)cc(C)n2)cc1Cl	5%	4%	-5%	-13	11%	2	-0.3	-8	-0.8
Cc1ccc(NC(=O)c2ccc(=O)n(CC(=O)Nc3c(C)cc(C)cc3C)n2)cc1	4%&14%	-13%	-16%&-12%	-3&-2	-8%	-5&-1	0.3	14	-1.0&-1.0
COc1ccc(NC(=O)C2C3C=CC(C3)C2C(=O)O)cc1 (stereo unspecified)	3%	0%	-23%	10	24%	10	3.9	2	0.4
CC(CCc1ccccc1)N1CCN(C)CC1 (stereo unspecified)	7%	6%[57.1 µM]	-12%	-2	2%[57.1 µM]	-1	-0.6	-16	0.5
CCC1CCCCN1CC(=O)c1c(C)[nH]c2ccc(OC)cc12 (stereo unspecified)	4%	-7%[57.1 µM]	-20%	-3	-10%[57.1 µM]	-3	0.6	5	0.1
Nc1ccc(CC2SC(=O)NC2=O)cc1 (stereo unspecified)	-8%	2%	-4%	-1	-4%	2	0.7	0	-0.1
Cc1cccc2sc(N(CCCN(C)C)C(=O)CN3C(=O)c4ccccc4C3=O)nc12	3%	2%	-21%	-3	9%	4	1.3	-1	0.7
COc1cc(/C=N/NC(=O)NC23CC4CC(CC(C4)C2)C3)ccc1O	0%	7%[57.1 µM]	-7%	0	2%[57.1 µM]	15	1.1	-9	0.4
Nc1cc(=O)[nH]c(SCC(=O)Nc2ccc3c(c2)CCC3)n1	2%	-7%[57.1 µM]	-14%	-10	41%[activator][57.1 µM]	-4	0.4	-5	0.1
CN1CCN(C2=Nc3c(Cl)cc(Cl)c4cccc2c34)CC1	1%	-9%	-20%	-2	13%	-1	3.9	-29	5.5
NC(=O)c1ccc(NC(=O)CCCNC(=O)c2ccc(Cl)cc2)cc1	0%	4%	-10%	7	10%	9	·	·	-0.5
CCOC(=O)c1nn(-c2ccccc2)c2nnc(Cc3ccccc3)c(=O)n12	-4%	-2%	-2%	0	9%	-9	-1.9	6	0.2
COc1cccc(NC(=O)C2CCN(S(=O)(=O)c3ccc4c(c3)C(C)(C)C(=O)N4C)CC2)c1	9%	0%	-30%	1	11%	0	·	·	-1.4
COc1cccc(SCc2noc(C(=O)NCCN(C)C)c2C(=O)NCCN(C)C)c1	-4%	4%	-30%	-1	17%	·	·	·	·
CN(c1ccccc1)S(=O)(=O)c1cccc(NC(=O)c2cc(=O)c3ccccc3o2)c1	-2%	-6%[57.1 µM]	-22%	3	0%[57.1 µM]	-1	0.1	11	0.1
COC(=O)c1ccccc1NC(=O)CS(=O)(=O)Cc1nc(-c2ccc(C)cc2)oc1C	-8%	4%[57.1 µM]	-18%	0	3%[57.1 µM]	-1	0.4	-2	-0.4
